Tb PFK block = T. brucei PFK enzyme inhibition; O15648; T. brucei PFK, ADP-Glo luminescence; Potency, µM (top dose mostly 57.5 µM), for inactives: top-dose activity, negative = inhibition, usual class: inhibitors; 330,000 tested, 0.17% active; AID 485367;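 also: potency is read from the fitted curve at half-maximal effect; 0% = uninhibited 1x PFK enzyme wells and -100% = no-enzyme wells; nearly all actives have a fitted effect of over 60% in size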
Target sequence (O15648 whole entry, looked up): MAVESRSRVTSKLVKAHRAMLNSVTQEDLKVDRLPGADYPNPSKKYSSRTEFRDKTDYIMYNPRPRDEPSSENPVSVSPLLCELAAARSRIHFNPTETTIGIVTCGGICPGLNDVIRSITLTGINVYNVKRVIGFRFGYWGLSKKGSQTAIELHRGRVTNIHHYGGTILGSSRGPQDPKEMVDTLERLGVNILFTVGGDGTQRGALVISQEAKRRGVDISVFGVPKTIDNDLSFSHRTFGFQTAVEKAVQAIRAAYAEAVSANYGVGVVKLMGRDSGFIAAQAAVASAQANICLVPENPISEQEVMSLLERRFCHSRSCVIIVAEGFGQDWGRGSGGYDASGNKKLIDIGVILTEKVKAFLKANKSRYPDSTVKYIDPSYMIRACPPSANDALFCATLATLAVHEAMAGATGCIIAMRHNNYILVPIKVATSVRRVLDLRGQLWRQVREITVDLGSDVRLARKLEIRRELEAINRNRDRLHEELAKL
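ADP-Glo luminescence quantified ADP after 45 min at room temperature, with 1.25 nM T. brucei PFK, 0.1 mM ATP and 0.5 mM fructose-6-phosphate in pH 8.0 TEA buffer. qHTS titrations up to 57 µM; curves classified by quality.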
GALK inh = galactokinase (human) inhibition. P51570. Purified GALK, Kinase-Glo residual ATP luminescence. Potency, µM (titrated, usually from 57.5 µM), inactives show at the top dose activity change, negative = inhibition, actives largely listed as inhibitors. 270,000 tested, 0.007% active. AID 1868; also: potency is read from the fitted curve at half-maximal effect; % is scaled to controls: 0 for no effect and ±100 for the full control effect
Target sequence (P51570 whole entry, looked up): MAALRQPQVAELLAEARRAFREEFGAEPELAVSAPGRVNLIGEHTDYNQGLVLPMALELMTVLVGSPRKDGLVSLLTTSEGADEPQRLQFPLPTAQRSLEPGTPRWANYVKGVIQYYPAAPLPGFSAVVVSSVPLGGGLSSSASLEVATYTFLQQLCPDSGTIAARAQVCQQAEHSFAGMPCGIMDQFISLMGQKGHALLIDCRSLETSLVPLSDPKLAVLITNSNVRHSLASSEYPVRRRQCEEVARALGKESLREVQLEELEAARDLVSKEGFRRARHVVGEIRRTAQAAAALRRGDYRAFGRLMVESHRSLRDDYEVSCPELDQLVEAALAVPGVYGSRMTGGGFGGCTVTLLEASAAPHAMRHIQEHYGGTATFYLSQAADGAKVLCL
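5 nM enzyme, 35 uM ATP, 100 uM galactose, 20 mM HEPES pH8.0, 5 mM MgCl2; 1 h RT; residual ATP by Kinase-Glo Plus luminescence, qHTS format.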
A-T KAP1 phos = potential ataxia-telangiectasia treatment; […] A-T fibroblasts, KAP-1 phosphorylation AlphaLISA; neocarzinostatin DNA damage 30 min before lysis; Potency, µM (top dose mostly 57.5 µM), without a hit: at the highest dose activation, most hits filed as activators; 320,000 tested, 0.19% active; AID 485349; also: potency is read from the fitted curve at half-maximal effect; % of control where 0% means no effect; nearly all actives have a fitted effect of over 45% in size
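hTERT-immortalized A-T patient fibroblasts ([…]), 500 cells/well in OPTI-MEM, 1% FBS, got compounds for 60 min, then NCS for 30 min at 37C. Lysates were then assayed for phospho-KAP-1 by AlphaLISA (anti-pKAP1 donor, anti-KAP1 acceptor beads), 6 hr at 25C.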
TCR act = activates T cell receptor signaling | primary human leukocytes, anti-CD3, IL-2 HTRF, 48 h | Potency, µM (highest dose often 9.22 µM), inactives show at the top dose activation of IL-2 secretion, actives largely listed as activators | 330,000 tested, under 10 active | AID 504894; also: % of control where 0% means no effect
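HTRF read-out of IL-2 secretion: europium cryptate donor excited at 320nm, d2 acceptor emission at 665nm. Cells were primary human leukocytes incubated 48 hr with compounds and a-CD3 beads, supplying TCR signal only.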
hERG WT inh = blocks the wildtype human KCNH2 potassium channel. U2OS, BacMam KCNH2, thallium flux FluxOr; active compounds read low. activity change, % at 1.84 µM. 340,000 tested, 0.37% active. Q12809;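 active = maximum activity change below -70%; inconclusive = maximum activity change between -70% and -50%; inactive = maximum activity change above -50%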; also: % is scaled to controls: 0 for no effect and ±100 for the full control effect
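U2OS cells transduced with wild-type KCNH2 virus are loaded with FluxOr dye for 45 min, and thallium flux is measured in kinetic reads before and after stimulation buffer. Rate constants are normalized to DMSO controls.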
CXXC DNA block = inhibitors of human MLL CXXC domain-DNA interaction. Q03164. Potency, µM (doses to about 115 µM), without a hit: at the top dose activity change, negative = inhibition, most hits filed as inhibitors. MLL-CXXC / FITC-HOXA9 DNA fluorescence polarization. 290,000 tested, 0.037% active. AID 2662; active = well fitted inhibition curve with a large enough effect in the polarisation, with a control signal flat, not every such curve was filed as active; inconclusive = small, poorly fitted or top-dose-only effect, or effect the other way, or a change in a side signal; inactive = no such curve, though single readings can be large or run the other way; the % refers to the polarisation; also: potency is read from the fitted curve at half-maximal effect
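Purified MLL-CXXC (added from a 7 uM solution) was preincubated 5 min at ambient with pinned compounds in 50 mM Tris-HCl pH 7.5, 50 mM NaCl, 1 mM DTT, 0.05% BSA. Fluorescein-labeled HOX-A9 DNA (50 nM solution) followed, 30 min, then polarization read.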
Coupling enz = coupling enzyme interference in Giardia aldolase counter-screen | coupling enzyme system counterscreen, AmpLite Red fluorescence | activity change, negative = inhibition, % at 58.2 µM, hits read low | 290,000 tested, 0.67% active | AID 2472; in the data active = activity change below about -30%; also: % is scaled to controls: 0 for no effect and ±100 for the full control effect
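Final compound at 57.5 uM, incubated 10 min at RT with coupling enzyme reagent (glyceraldehyde-3-phosphate), then 20 min with substrate and AmpLite Red detection. Fluorescence read at 525/598 nm; tests interference with the coupling assay, not aldolase inhibition.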
Giardia killer = Giardia lamblia killing. Giardia lamblia trophozoite viability. activity change, % at 7.66 µM, hits read low. 340,000 tested, 0.15% active. AID 540267; in the data active = activity change below about -80%; inconclusive = between about -30% and that limit;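 also: parasites exposed to compound for two days anaerobically before the ATP read; % is scaled to controls: 0 for no effect and ±100 for the full control effect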
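Luminescent ATP signal served as the viability read-out, measured 15-30 min after adding ATP detection reagent to trophozoites that had been incubated with compounds for 48 hrs at 37 deg C anaerobically at 100 cells/well.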
BCR signal inh = chronic active BCR signaling inhibition; ABC-DLBCL IkBa-CBG/CBR reporter, luminescence ratio, 4 h; Potency, µM (highest dose often 46.1 µM), inactives show at the highest dose ratio change, negative = lower green/red ratio, usual class: inhibitors; 340,000 tested, 0.05% active; active = well fitted inhibition curve with a large enough effect in the signal ratio, with a control signal flat, not every such curve was filed as active; inconclusive = small, poorly fitted or top-dose-only effect, or effect the other way, or a change in a side signal; the % refers to the signal ratio;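 also: potency is read from the fitted curve at half-maximal effect; plate controls were basal doxycycline-induced cells for no effect and cells given 10 µM MG132 for full effect; MG132 reads +100%, hits lower the ratio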
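Cell line TMD8 (human ABC DLBCL), stably expressing tet-inducible CBG68-IkBa fusion and CBR; IMDM/0.5% FBS; cpd up to 46 uM; dox induction, 4 h, 37C/5% CO2; dual luminescence; green/red ratio; MG132 control.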
TSHR antag = human thyrotropin receptor antagonism; P16473; TSHR-expressing cells, TSH-stimulated cAMP HTRF, 2 h; active compounds read low; activity change, negative = inhibition, % at 11.5 µM; 330,000 tested, 0.2% active; AID 504810;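 active = activity change below a set negative limit, meaning inhibition stronger than a set level, cut at about -70% in these data; inconclusive = activity change between two set negative limits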; also: % is scaled to controls: 0 for no effect and ±100 for the full control effect
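TSHR-expressing cells were treated with compounds, then stimulated with TSH at EC80 (4nM final) for 2 hours at 37 deg C. Cellular cAMP was measured by HTRF competition between lysate cAMP and cAMP-d2 for a cryptate-labelled anti-cAMP antibody.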
Starred values were filed as active, the others as inactive; ? = inconclusive; . = not tested or not shown; & = joins results of further samples; [ ] = remark or other dose. Unless noted, calls follow the shape of the dose curve; as a rule, active = well fitted curve in the direction sought with a large enough effect; inconclusive = small, poorly fitted or top-dose-only effect, or another doubt; inactive = no such curve, though single readings can be large; an effect the other way counts as inactive or inconclusive. Hits appear at their usual frequency; overall some 1.6% were active at least once.

Results follow in this order: Tb PFK block, GALK inh, A-T KAP1 phos, TCR act, hERG WT inh, CXXC DNA block, Coupling enz, Giardia killer, BCR signal inh, TSHR antag
O=C1COc2ccc(C(=O)COC(=O)/C=C/c3cccc(F)c3)cc2N1
    -6%, 0%, -3%, -2%, -3, 0%, -1, 19, ?, 7
CN(C(=O)c1cccc(NC(=O)Cc2ccc([N+](=O)[O-])cc2)c1)C1CCCCC1
    -8%, ., -1%, -2%, 7, ., ., -23, 0%, -5
Cc1ccc(NC(=O)N2CCN(C)CC2)cc1NC(=O)N1CCN(C)CC1
    2%, -4%, 14%, 8%, 25, 6%, -1, -22, ?, 4
CC/C(=N\NC(=O)CSCc1ccc(Cl)cc1)c1ccc2c(c1)OCCO2
    0%, 0%, 0%, 0%, 3, 1%, 3, -8, -1%, 0
CCCN1CCN(C(=S)Nc2sc(CC)cc2C(=O)OC)CC1
    1%, 1%, 10%, -4%, 10, 3%, 0, -21, 18%, -2
CCC(C)C(NC(=O)c1ccccc1NC(=O)c1ccco1)C(=O)O (stereo not drawn)
    -2%, -2%, -4%, -2%, -19, -4%, 1, -1, 5%, -9
COc1ccc(CN2CCN(S(=O)(=O)c3ccccc3)CC2)cc1Br
    0%, 2%, -2%, 6%, -7, -2%, -9, 14, ?, -18
CCN(CC)c1nc(OCCNC(=O)Nc2ccccc2)nc(N(CC)CC)n1
    2%, 0%, -3%, 1%, -2, -7%, 2, 2, ?, -22
C=CCNC(=O)COc1cc(C)cc(C)c1C
    -1%, 8%, 10%, -5%, -1, -9%, 1, 3, -4%, 0
Cc1ccc(SC(C)C(=O)NCc2ccc(F)cc2)cc1 (stereo not drawn)
    5%, 0%, -1%, 2%, 6, 12%, 0, -7, 2%, -4
CCN1CCN(C(=O)C2COc3ccccc3O2)CC1 (stereo not drawn)
    1%, -4%, 0%, -3%, -3, ?, ., 35[activator], 0%, -17
COc1cc(-c2cc(C(=O)Nc3cccc(C(C)=O)c3)c3ccccc3n2)cc(OC)c1OC
    -6%, 7%, ?, 6%, 11, -1%, 0, -9, -2%, 6
Cc1ccc(/C(O)=C2/C(=O)C(=O)N(CCN3CCOCC3)C2c2cccs2)cc1 (stereo not drawn)
    -1%, 5%, 6%, 0%, 4, -10%, 1, 6, -7%, 7
COc1ccc(/C=C/C(=O)NCc2cnn(C)c2C)cc1COc1ccc(Br)cc1
    1%, ., 4%, 3%, 7, -8%, -4, -5, ?, -23
CCC(=O)Nc1cc(C)c(OC)c(C)c1
    5%, 0%, -2%, 4%, 4, -8%, 3, 11, -16%, -5
CCOC(=O)N1CCN(C(=O)C(c2ccccc2)c2ccccc2)CC1
    0%, 2%, 2%, -4%, 6, -2%, 6, -7, 0%, -3
COc1ccc(CC(NC(C)=O)C(=O)NC2CCN(c3c4c(nc5ncnn35)CCC4)CC2)cc1OC (stereo not drawn)
    0%, 7%, 25%, 4%, -5, 13%, 1, -10, 3%, 3
Cc1cc(NN)nc2ccc(Cl)cc12
    -1%, 10%, 2%, -2%, -1, -6%, 2, 6, -3%, 0
COc1ccc(/C=N/NC(=O)CSc2ccccc2)cc1OC
    -1%, 2%, -11%, 0%[46.1 µM], 6, -4%, 1, -26, ?, 7
O=C(/C=C/c1ccco1)OCn1nnc2ccccc2c1=O
    -22%, -1%, -3%, 2%, 1, -13%, 2, -5, 0%, -1
CCC(Cc1ccccc1)NS(=O)(=O)c1ccc2c(c1)NC(=O)C(C)S2 (stereo not drawn)
    2%, -7%, 5%, -4%, -9, 61%[activator], ., 13, ?, 4
Cc1nc2ccccc2c(=O)n1NC(=O)c1ccccc1
    3%, -6%, -6%, -3%, 12, -7%, 1, 7, ?, 38
O=C(NC1CCCCCC1)c1cccnc1Sc1ccc(Cl)cc1
    0%, -3%, 12%, 3%[46.1 µM], -12, -3%, 1, 3, ?, -10
COc1ccc(CNC(=O)C(=O)NCc2ccncc2)cc1
    6%, -1%, -4%, 2%, 11, 8%, 0, 1, 1%, -3
CCCCC(NC(=O)Cc1c(C)c2cc3c4c(oc3c(C)c2oc1=O)CCCC4)C(=O)O (stereo not drawn)
    1%, -1%, 3%, -17%, -9, ?, 8, 5, 2%, -13
N#Cc1c(Cn2cncn2)nc(=O)n(-c2ccccc2)c1N
    3%, -1%, 4%, -6%, -7, 10%, 3, 11, 1%, -6
Cn1ccc2cc(-c3ccc4ncnc(NCc5cccs5)c4c3)ccc21
    -2%&12%, ., -3%&-1%, -6%, ., ., ., 6, ?, -3&-12
Cc1ccc(S(=O)(=O)Nc2ccc3c(c2)nc(CCN2CCCCC2)n3C)cc1
    1%, -1%, -3%, -4%, 22, 12%, 0, -25, -1%, 1
CCOC(=O)c1[nH]c2ccc(OC)cc2c1NC(=O)CN1CCC2(CC1)OCCO2
    0%, 1%, 2%, 4%, -16, 10%, 6, 4, ?, 19
CC(C)(C)C(=O)CSc1nccc(=O)[nH]1
    3%, 2%, -2%, 2%, -2, -9%, 6, -12, -2%, 6
O=C(Cn1cnc2cc([N+](=O)[O-])ccc2c1=O)NCc1ccc(Cl)cc1
    0%, 2%, -1%, -6%, 15, 4%, 5, 20, 2%, -1
CCOCCCNC(=S)N1CCN(C(=O)C(=O)Nc2ccc(C(=O)OC)cc2)CC1
    0%, 1%, 6%, 10%[46.1 µM], -2, 2%, 1, -21, 0%, 9
O=c1[nH]c2ccccc2nc1C(F)(F)F
    1%, -2%, 5%, -1%, -4, 1%, -3, -11, ?, 14
COc1nc(-c2ccccc2)nnc1-c1ccccc1
    -2%, 0%, 16%, -1%, -3, 21%, 2, -17, ?, -15
CC1=Nc2cc(C(=O)O)ccc2Sc2c(C)ccc(C)c21
    -2%, 0%, -2%, -5%, -15, 8%, 16, 0, ?, -3
CCC(C)NCCCOc1ccc(C)cc1OC (stereo not drawn)
    0%, 0%, -3%, 1%, 0, 4%, 3, 1, -2%, -8
CC(CCN1CCOCC1)c1ccccc1 (stereo not drawn)
    1%, 6%, 3%, -3%, -13, 5%, 4, 7, 1%, 1
CC1CN(C(=O)CSc2nc(N)cc(N)n2)CC(C)O1 (stereo not drawn)
    3%, ., -5%, -3%, 4, ., ., -2, 1%, 10
CC(/C=N/NC(=O)COc1ccccc1C)=N\NC(=O)COc1ccccc1C
    1%, 1%, 1%, -7%, 8, 48%[activator], ., -11, ?, -5
O=C(NNC(=O)C1CC2CCC1C2)c1sc2ccccc2c1Cl (stereo not drawn)
    -4%, -3%, -12%, 4%[46.1 µM], 0, 9%, 5, 7, ?, -26
COc1cccc(C2C(C(=O)c3ccc(C)o3)=C(O)C(=O)N2c2cc(C)on2)c1 (stereo not drawn)
    -7%, -1%, 10%, -4%, -5, -5%, ., 0, -2%, 4
OCCC1CN(CC(c2ccccc2)c2ccccc2)CCN1C1CCCC1 (stereo not drawn)
    1%, 4%, 8%, 0%, 2, 13%, 0, 15, -29%, 21
O=C(C1CCCO1)N1CCN(S(=O)(=O)c2cccc3nsnc23)CC1 (stereo not drawn)
    3%, 7%, -5%, -1%, 7, 0%, 1, 9, -7%, 0
Cc1cccc(NS(=O)(=O)c2cccc(C(=O)N3CCCC3)c2)c1
    -4%, ., 9%, 3%, 12, ., ., 21, 6%, 9
COc1ccccc1-n1cc(CN2CCCC(CO)(Cc3cccc(Cl)c3)C2)cn1 (stereo not drawn)
    -6%, 8%, 2%, -2%, 5, -11%, 2, 7, -3%, 11
OC1C2CN3CCN(C2)CC1(Cc1ccccc1)C3 (stereo not drawn)
    5%, 0%, 2%, 6%[46.1 µM], -3, -1%, 4, -16, -26%, 2
CCOC(=O)c1cccc(NC(=O)CCS(=O)(=O)c2cccs2)c1
    -1%, -2%, 7%, -2%, -2, 0%, -1, 12, 0%, -14

Compound activity: PubChem BioAssay, National Center for Advancing Translational Sciences (NCATS)
